# Screens deposited in PubChem by Broad Institute.
# S100A4 inh HTS – S100A4-myosin IIA interaction inhibition | P26447 | S100A4/TAMRA-MyoIIA peptide fluorescence polarization | inhibition, % at 10.7 µM | hit rate 0.14% among 360,000 | AID 652163;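 active = mean inhibition of at least 70% across replicates, with every replicate also reaching that level; inconclusive = mean inhibition reaches 70% but some replicates fall short; inactive = mean inhibition below 70%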
# Target sequence (P26447 whole entry, looked up): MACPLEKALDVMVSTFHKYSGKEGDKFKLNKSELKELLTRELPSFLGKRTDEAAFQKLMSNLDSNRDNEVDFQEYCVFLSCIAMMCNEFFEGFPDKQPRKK
#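 Material: S100A4 monomer protein / Buffer or medium: 50 mM HEPES pH 7.2, 10 mM CaCl2, 100 mM KCl / Times: 5 min incubation before reading / Benchmarks: neutral control DMSO, positive control TFP / Reagent: labelled myosin peptide probe, 5 nM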
# FN deposition inh – fibronectin deposition inhibition | AH1F fibroblasts, Alexa488-fibronectin deposition fluorescence, overnight | inhibition, % at 12.6 µM | hit rate 0.086% among 350,000;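 active = mean inhibition across replicates of 30% or more, regardless of how many single replicates reach that level; inconclusive = mean under 30% yet at least half of replicates reach 30%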;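 also: positive control wells lacked labelled fibronectin entirely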
#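 Material: AH1F fibroblast monolayer depositing Alexa488-labelled fibronectin into matrix / Amount: 10000 AH1F cells per well / Signal: fluorescence 485/525 nm / Medium: DMEM, 2% serum / Compound: single dose, pinned / Incubation: 1 h cell adhesion before compound, then overnight fibronectin incubation / Reagent: Alexa488-FN, 24 nM final / Read-out: inhibition of fibronectin deposition signal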
# PglD inh – PglD (C. jejuni) enzyme inhibition; purified PglD enzyme, DTNB colorimetric CoA detection; inhibition, % at 12.5 µM; hit rate 0.098% among 360,000; in the data active = inhibition above about 16%, passing the limit was not always enough; inconclusive = no clear call, values can overlap the other calls; also: strong numbers were not always called active
# LGR2 inh – blocks bursicon-induced cAMP signaling via Drosophila LGR2; inhibition, % at 9.99 µM; AID 720647; hit rate 0.35% among 380,000; HEK293 LGR2, CRE-luciferase, bursicon-stimulated, 4 h;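 active = drop in luminescence signal, shown as inhibition above about 50% in the replicate tests, limit read from the data, passing the limit was not always enough; inconclusive = probably only some replicates passing the limit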;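 also: agonist challenge used bursicon conditioned medium at about half maximal strength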
# PAX8 inh HTS – lowers PAX8-driven luciferase in RMG-I cells; inhibition, % at 12.6 µM; hit rate 1.2% among 360,000; RMG-I TPO-luciferase reporter, SteadyGlo, 24 h;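 active = mean replicate inhibition at least 60% with every replicate also reaching 60%; inconclusive = only one of the two criteria is met; inactive = mean below 60% and not all replicates reaching 60%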;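 also: luciferase light reporting Pax8 driven TPO promoter activity; plate controls were median of neutral control wells for no effect and mitoxantrone controls for full effect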
# ERAP1 inh – ERAP1 (human) enzyme inhibition; Q9NZ08; recombinant ERAP1, Leu-AMC fluorescence, 60 min; inhibition, % at 10.7 µM; hit rate 0.15% among 340,000;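 active = mean replicate inhibition of at least 30%, or all replicates individually reaching that 30% level; inactive = mean below 30% and not every replicate reaching it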;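 also: 0% = neutral control wells and 100% = L-leucinethiol positive control wells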
# Target sequence (Q9NZ08 whole entry, looked up): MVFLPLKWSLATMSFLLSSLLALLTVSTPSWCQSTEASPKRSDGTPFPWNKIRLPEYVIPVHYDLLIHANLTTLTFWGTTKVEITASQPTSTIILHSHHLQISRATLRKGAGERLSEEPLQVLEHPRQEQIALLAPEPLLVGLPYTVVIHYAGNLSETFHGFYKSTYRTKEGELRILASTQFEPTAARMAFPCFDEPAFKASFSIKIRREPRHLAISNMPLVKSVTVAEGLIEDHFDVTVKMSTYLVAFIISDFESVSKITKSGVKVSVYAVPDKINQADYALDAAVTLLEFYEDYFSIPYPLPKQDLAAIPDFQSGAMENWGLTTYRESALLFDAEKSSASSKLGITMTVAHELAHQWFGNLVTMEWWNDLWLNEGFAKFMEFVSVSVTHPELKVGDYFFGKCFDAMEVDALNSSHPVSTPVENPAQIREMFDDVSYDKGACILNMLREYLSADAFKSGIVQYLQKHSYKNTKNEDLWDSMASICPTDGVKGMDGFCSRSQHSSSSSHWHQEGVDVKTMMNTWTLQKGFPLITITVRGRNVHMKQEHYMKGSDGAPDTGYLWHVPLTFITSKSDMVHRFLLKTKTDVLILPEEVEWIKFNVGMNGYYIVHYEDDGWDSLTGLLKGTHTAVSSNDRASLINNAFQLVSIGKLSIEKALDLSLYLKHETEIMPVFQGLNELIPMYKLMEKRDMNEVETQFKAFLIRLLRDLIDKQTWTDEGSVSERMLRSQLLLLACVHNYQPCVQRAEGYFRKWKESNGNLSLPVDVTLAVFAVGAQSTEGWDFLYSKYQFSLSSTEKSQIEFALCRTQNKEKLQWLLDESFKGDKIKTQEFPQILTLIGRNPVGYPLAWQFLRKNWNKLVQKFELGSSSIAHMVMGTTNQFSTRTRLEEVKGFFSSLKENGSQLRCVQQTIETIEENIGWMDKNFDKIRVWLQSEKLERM
# PGC1a acetyl inh – lowers PGC1a acetylation signal in U2OS cells. AID 651687. inhibition, % at 15.6 µM. AlphaScreen anti-acetyl-lysine; with virally co-expressed GCN5 acetyltransferase. hit rate 0.17% among 350,000;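 active = every replicate shows inhibition of at least 40%; inconclusive = mean inhibition at least 40% but some replicate below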;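 also: 0% = neutral control wells and 100% = positive control wells; some results beyond the cut were filed as inactive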
# EWS-Fli block – inhibitors of EWS/Fli oncoprotein transcriptional activity. A673 NR0B1-luciferase reporter, viability-normalised. inhibition, % at 12.6 µM. hit rate 0.67% among 350,000. AID 651661;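 active = mean inhibition of at least 50% after viability correction, with every replicate also passing that limit; inconclusive = mean reaches 50% but only one of two replicates passes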;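 also: firefly luciferase signal divided by Alamar Blue viability fluorescence both relative to DMSO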
# Active calls of the source: *; ? = inconclusive; . = no result given; & = joins results of further samples.
smiles,S100A4 inh HTS,FN deposition inh,PglD inh,LGR2 inh,PAX8 inh HTS,ERAP1 inh,PGC1a acetyl inh,EWS-Fli block
CCOC(=O)c1cc(NC(=O)Nc2nccs2)c(C)nc1C,-2.6,-0.3,.,-8.0,11.4,-3.4,.,8.6
CCn1ccnc1CN(C)Cc1cn(C)nc1-c1ccccc1F,-14.2,-8.3,.,9.3,3.2,0.2,.,-16.9
CSc1nsc(SCC(=O)Nc2ccc(F)cc2F)n1,-1.4,0.3,2.7,-28.3,-172.7,0.1,.,-84.4
CO[C@@H]1CN(C)C(=O)c2cc(NS(=O)(=O)c3cn(C)cn3)ccc2OC[C@@H](C)N(Cc2cccc(F)c2)C[C@H]1C,11.4,3.6,0.6,-2.3,-8.7,0.4,1.0,-0.6
O=C1C(=Cc2cccc(Cl)c2)Cc2ccccc21,1.8,-3.3,.,16.9,-8.9,-0.3,.,-51.3
COc1ccc(NC(=O)Nc2ccc3c(c2)C(=O)N([C@@H](C)CO)C[C@@H](C)[C@@H](CN(C)C(=O)CCCN(C)C)OCCCC[C@H](C)O3)cc1,13.5,.,0.7,-5.6,.,-0.6,3.7,-17.1
Cc1ccc(OC(=O)C2CSC3(C)CCC(=O)N23)c(Br)c1 (stereo unspecified),-0.4,9.5,-5.7,-10.7,3.0,0.7,.,1.6
CN(C)C(=O)C[C@@H]1CC[C@H](NC(=O)C2CC2)[C@H](CO)O1,-1.1,-16.2,9.1,4.0,.,-0.4,-9.9,1.0
CN1N=C(C(C)(C)C)CSC1=Nc1ccc(F)cc1,3.0,-3.5,.,-17.4,-22.8,-1.4,1.1,-20.2
C[C@@H]1CN([C@H](C)CO)C(=O)Cc2cc(NS(=O)(=O)c3ccc(F)cc3)ccc2O[C@@H]1CN(C)S(=O)(=O)c1ccc(Cl)cc1,.,.,-0.1,7.4,-16.3,.,-12.8,10.2
COc1ccc(CNC(=O)C2CCCN(C(=O)Nc3ccccc3OC)C2)cc1 (stereo unspecified),1.6,0.7,1.2,1.1,20.1,0.5,.,-11.3
NNc1nnc2c3cc(F)ccc3n(Cc3ccccc3)c2n1,-9.7,-3.3,.,-14.9,7.5,-7.4,.,17.2
O=c1ccn([C@@H]2O[C@H](CNCc3cccc4c3sc3ccccc34)[C@@H](O)[C@H]2O)c(=O)[nH]1,-4.9,-7.9,-6.2,-21.6,-9.9,0.8,2.8,-2.8
CN(C)C(=O)c1cccc(-c2cc(NC=O)c3ncc(-c4ccc(F)c(Cl)c4)n3c2)c1,-4.8,7.7,3.8,-5.9,9.3,-4.1,-10.5,5.8
O=C(Nc1ccccc1F)N1CCCCN2[C@H](C1)[C@H](c1ccc(C3=CCCCC3)cc1)[C@@H]2CO,-0.7,.,10.1,.,-4.7,-2.2,5.4,-10.5
C[C@@H]1CN([C@@H](C)CO)S(=O)(=O)c2ccc(-c3ccccc3)cc2O[C@@H]1CN(C)S(C)(=O)=O,-26.0,-6.5,-0.1,9.6,.,-1.7,0.1,-4.2
CCc1nn(C(C)C(=O)N2CCN(c3ccc(OC)cc3)CC2)c(=O)c2cc3occc3n12 (stereo unspecified),18.0,15.4,-4.1,12.9,46.4,5.1,-0.7,54.8*
CCCC(O)C#Cc1cnc2c(c1)C(=O)N([C@H](C)CO)C[C@H](C)[C@H](CN(C)C(=O)Nc1c(C)noc1C)O2 (stereo partly specified),-2.2,.,2.4,-1.3,-28.1,-0.2,2.2,-6.8
COc1ccc(C(C(=O)NCc2ccc(F)cc2)N(Cc2cccnc2)C(=O)c2snc(C(N)=O)c2N)cc1 (stereo unspecified),-2.0,-2.1,0.9,4.6,4.8,-3.1,.,7.9
Cn1ccnc1C(O)(c1ccccc1)c1ccccc1,-2.9,12.3,-4.0,4.0,-76.5,-0.2,11.7,3.3
C[C@@H]1CCCCO[C@@H](CN(C)Cc2ccncc2)[C@@H](C)CN([C@@H](C)CO)C(=O)c2cc(NC(=O)c3ccncc3)ccc2O1,2.1,-9.5,0.2,-11.1,7.7,-1.0,-2.0,.
COc1cc(CNc2nc(C)c([N+](=O)[O-])c(C)c2C#N)cc(OC)c1OC,3.4,-1.5,.,21.9,18.7,1.3,.,9.1
COc1ccc(C)cc1Nc1cc(C)nc2nc(C)nn12,-1.6,6.9,-4.5,3.0,29.3,0.1,-1.8,11.4
Cc1nc(Cc2nnc(SC(C)C(=O)Nc3ccccc3)o2)cs1 (stereo unspecified),-3.2,-8.8,0.4,-8.0,-5.2,-2.0,.,-9.6
COc1ccc(Nc2cc(C)nc3ncnn23)cc1,-9.0,-0.4,1.4,6.0,12.2,1.7,4.2,-21.6
COc1ccc(NC(=S)N/N=C/c2ccc(F)c(F)c2)cc1,4.3,4.4,.,-30.0,-25.7,-2.2,-2.8,7.1
CCOC(=O)c1c(C)[nH]c(C(=O)OCC(=O)N(CC(C)C)C2CCS(=O)(=O)C2)c1C (stereo unspecified),4.3,2.1,-1.4,-14.8,-1.9,-3.6,-13.7,-1.9
O=C1C(=O)N(Cc2ccccc2)C(=O)N1CCN1C(=O)c2ccccc2C1=O,3.7,-0.7,.,-11.6,-8.4,-1.0,10.2,0.4
CC(=O)c1ccc(OCC(O)CN2C(C)CCCC2C)cc1 (stereo unspecified),0.8,1.8,-8.0,-7.4,-7.4,8.7,2.9,0.0
Cc1cc(C(=O)CSc2nc(N)cc(=O)[nH]2)c(C)n1-c1ccc(OC(F)F)cc1,2.5,.,2.9,19.7,26.7,-2.8,10.8,26.0
CSc1ccc(C(=O)C2CCCN(Cc3cccc4nccnc34)C2)cc1 (stereo unspecified),3.8,2.7,.,-0.5,9.9,-3.9,-2.2,10.0
Cc1ccc(S(=O)(=O)c2nc(S(C)(=O)=O)sc2N2CCC3(CC2)OCCO3)cc1,19.9,5.1,2.3,1.1,16.6,1.0,3.7,19.4
C[C@@H]1CCCCO[C@@H](CN(C)Cc2ccc(C(=O)Nc3ccccc3N)cc2)[C@@H](C)CN([C@H](C)CO)C(=O)c2cc(NS(=O)(=O)c3ccc(Cl)cc3)ccc2O1,-10.5,-13.6,.,-9.4,29.1,-0.1,5.4,14.1
CO[C@@H]1CN(C)C(=O)c2cc(NC(=O)Nc3ccccc3Cl)ccc2OC[C@@H](C)NC[C@@H]1C,3.4,3.7,-0.8,13.8,.,3.0,-1.2,0.2
COc1ccccc1NS(=O)(=O)c1cc(Cl)ccc1OC,.,2.5,2.4,.,4.7,.,1.5,.
O=C(NCC1CC1)[C@@H]1[C@@H](CO)[C@@H]2Cn3c(ccc(-c4cccnc4)c3=O)[C@H]1N2C(=O)C1CCCCC1,-2.5,.,0.2,11.7,.,1.9,.,-2.3
O=C(NCc1ccccc1)C1c2ccccc2OCC(=O)N1CCCN1CCOCC1 (stereo unspecified),-1.1,-0.5,.,-11.7,-16.1,-2.0,.,-0.6
COC(=O)c1ccccc1,11.7,.,.,-2.0,.,-1.2,.,-7.1
O=C(Nc1ccc2c(c1)OCCO2)C(c1ccnc2ccccc12)n1c(=O)c(-c2ccco2)nc2ccccc21 (stereo unspecified),1.0,8.9,.,-39.9,2.9,-2.6,.,-82.2
COc1ccc(S(=O)(=O)Nc2ccc(-c3ccc4nnc(C)n4n3)cc2)c(OC)c1,-2.1,-3.4,-3.6,-13.8,31.9,-0.1,2.3,11.9
C[C@H](CO)N1C[C@H](C)[C@H](CN(C)Cc2ccc(C(=O)Nc3ccccc3N)cc2)Oc2ccc(NS(=O)(=O)c3ccc(Cl)cc3)cc2CC1=O,8.0,.,.,-46.3,54.0,0.2,-19.7,-9.0
CC(=O)C(C)n1c(CN(C)Cc2ccccc2)nc2c1c(=O)n(C)c(=O)n2C (stereo unspecified),-3.3,2.9,9.0,5.6,10.5,-1.0,.,5.2
Cc1ccc(SCC(=O)O/N=C(\N)c2cccc([N+](=O)[O-])c2)cc1,-3.3,.,-3.5,-9.0,.,-1.3,12.6,-6.8
Nc1ccc(Cc2nc3c(ccc4ccccc43)[nH]2)cc1,-2.9,.,1.9,.,.,-0.5,-1.8,-86.4
COc1ccc(C#Cc2ccc3c(c2)O[C@@H](CN(C)C)[C@@H](C)CN([C@@H](C)CO)S3(=O)=O)cc1,-7.5,0.4,3.0,23.0,.,2.5,-33.9,9.4
O=C(CCc1ccccc1)n1nc(-c2ccccc2)nc1NCc1ccco1,-1.5,.,.,-15.3,.,1.4,.,-31.7
CCN(CC(=O)Nc1ccccc1C(F)(F)F)C(=O)CCc1nc2ccccc2c(=O)[nH]1,1.4,.,5.3,-6.5,19.2,1.0,.,.
C[C@@H]1CN([C@@H](C)CO)C(=O)Cc2cc(NC(=O)Nc3ccc(C(F)(F)F)cc3)ccc2O[C@H]1CN(C)S(=O)(=O)c1ccccc1,-2.2,.,.,2.2,11.4,-0.4,9.0,1.7
Cc1cccc(S(=O)(=O)N(C)C[C@@H]2OCc3cn(nn3)CCCC(=O)N([C@H](C)CO)C[C@H]2C)c1,-2.6&1.3,-1.3&2.0,-2.0&9.8,19.1,-15.5&0.8,1.4&-1.0,?,-4.4&-1.2
COCC(C)NC(=S)NC(=O)c1cc(S(=O)(=O)N2CCOCC2)ccc1C (stereo unspecified),0.0,-2.7,.,6.1,1.0,-8.4,.,9.2
C[C@H](CO)N1C[C@H](C)[C@@H](CN(C)Cc2ccncc2)Oc2c(NC(=O)CCC(F)(F)F)cccc2C1=O,.,-9.7,0.9,8.0,18.0,.,.,-4.6
CCOc1ccc(NC(=O)CCC(=O)NNC(=O)c2ccccc2Cl)cc1,-1.8,.,.,-4.0,-1.7,-3.2,.,.
O=C(CSc1nc2ccccc2c(=O)n1-c1ccc(F)cc1)Nc1ccc(N2CCOCC2)cc1,0.8,2.5,.,7.2,-8.0,9.9,.,-10.3
COc1ccc(N2CCN(C(=O)/C(C#N)=C/c3ccccc3)CC2)cc1,1.3,4.2,.,-17.3,7.4,2.3,-0.4,-7.9
Cc1csc(NC(=O)C(NC(=O)c2ccccc2F)C(C)C)n1 (stereo unspecified),-5.0,6.1,2.9,19.2,2.6,-1.3,-8.4,-4.6
Cc1ccc(NC(=O)CCCNC(=O)c2ccc(Cl)cc2)c(Br)c1,-3.5,.,-5.1,1.6,5.5,2.8,-7.1,-3.6
COc1ccc(/C=C/C(=O)OCC(=O)c2cc(C)ccc2C)cc1,-3.1,2.3,-2.9,.,4.5,-2.7,-4.2,1.0
CCCc1ccc2oc(C(=O)N3CCNC(=O)C3CC(=O)OC)c(C)c2c1 (stereo unspecified),0.6,.,-1.7,-15.5,-23.3,4.2,.,.
OCc1ccc(-c2ccccc2)c(-c2ccccc2)c1,-4.8,15.2,11.2,5.1,18.1,.,-11.3,8.0
